From PubChem BioAssay
Vif-APOBEC3F blk – qHTS for Inhibitors of Vif-A3F Interactions: qHTS. HeLa A3F-eYFP + Vif (tagged APOBEC3F with the HIV-1 protein that degrades it), YFP fluorescence increase. Potency, µM (series often up to 46.1 µM), inactives show top-dose activity, negative = active. hit rate 0.2% among 390,000. AID 602313, 2012; further: potency means the concentration at half of the fitted maximal effect; % of control where 0% means no effect; nearly all actives have a fitted effect of over 65% in size
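HeLa cells stably expressing A3F-eYFP plus Vif, plated and incubated overnight at 37 deg C, then exposed to compounds overnight at 37 deg C. Blocked degradation read as raised yellow fluorescence (Ex 488/Em 500-530).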
12-LOX inh – Primary qHTS assay for inhibitors of human arachidonate 12S-lipoxygenase (ALOX12): Round 2; Polyunsaturated fatty acid lipoxygenase ALOX12 (Homo sapiens), P18054; purified 12hLO, xylenol orange hydroperoxide absorbance; Potency, µM (top dose mostly 108 µM), for inactives: top-dose activity change, negative = inhibition, actives largely listed as inhibitors; hit rate 1.1% among 580,000; further: potency means the concentration at half of the fitted maximal effect; on the % scale 0 is the no-effect control and ±100 the full control effect
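Purified human 12hLO (150 nM final) in 25 mM Hepes, 0.01% Triton X-100, pH 7.0 was preincubated 15 min at room temperature with compound. Then 40 uM arachidonic acid was added, 30 min. Hydroperoxide was read by Fe-XO absorbance ratio 573/405 nm.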
GRP78 ERSR act – qHTS for Inducers of the Endoplasmic Reticulum Stress Response (ERSR) in Human Glioma: qHTS; hit rate 0.02% among 420,000; Potency, µM, inactives show top-dose activation, hits mostly activators; U87-MG GRP78 promoter luciferase reporter, 16 h; further: potency means the concentration at half of the fitted maximal effect; series mostly up to about 76 µM; % of control where 0% means no effect; nearly all actives have a fitted effect of over 35% in size
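Stably transfected U87-MG glioma cells carrying a GRP78-based luciferase sensor; 16 h compound incubation. Luminescence end-point read 10 min after Bright-Glo addition at room temperature.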
Vif-A3G inh – qHTS for Inhibitors of Vif-A3G Interactions: qHTS; DNA dC->dU-editing enzyme APOBEC-3G (Homo sapiens), Q9HC16; HeLa A3G-eYFP + Vif (tagged APOBEC3G with the HIV-1 protein that degrades it), YFP fluorescence, overnight; Potency, µM (series often up to 46.1 µM), without a hit: top-dose activity, negative = active, most hits filed as inhibitors; hit rate 0.076% among 410,000; AID 602310, 2012;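 further: potency means the concentration at half of the fitted maximal effect; on the % scale 0 is the no-effect control and ±100 the full control effect; nearly all actives have a fitted effect of over 60% in size; hits raise eYFP signal because A3G escapes Vif-driven loss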
Target sequence (Q9HC16 whole entry, looked up): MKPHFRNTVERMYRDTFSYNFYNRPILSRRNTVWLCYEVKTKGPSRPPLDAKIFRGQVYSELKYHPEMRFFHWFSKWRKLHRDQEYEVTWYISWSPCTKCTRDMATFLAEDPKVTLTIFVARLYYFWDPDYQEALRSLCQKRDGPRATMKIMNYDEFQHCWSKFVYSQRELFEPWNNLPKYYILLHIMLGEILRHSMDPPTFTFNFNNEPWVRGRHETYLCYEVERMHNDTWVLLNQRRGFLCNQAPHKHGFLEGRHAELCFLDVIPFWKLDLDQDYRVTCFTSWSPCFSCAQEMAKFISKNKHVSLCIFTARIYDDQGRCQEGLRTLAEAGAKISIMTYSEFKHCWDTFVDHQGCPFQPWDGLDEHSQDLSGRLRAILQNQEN
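Read-out is eYFP fluorescence (Ex 488/Em 500-530) from Vif-expressing HeLa A3G-eYFP cells; more signal means A3G escaped Vif-mediated degradation. Cells plated overnight, compound pinned in, incubated overnight at 37 deg C.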
D2 antagonist – HTS Assay for Allosteric Antagonists of the Human D2 Dopamine Receptor: Primary Screen for Antagonists; D(2) dopamine receptor (Homo sapiens), P14416; HEK293 TREx D2 cells, calcium flux, dopamine EC80; inhibition, % at 10 µM; hit rate 2% among 340,000; AID 485344, 2010; in the data active means inhibition above about 30%; further: 0% is about no effect
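Calcium mobilization kinetics were recorded at 1 s intervals in tetracycline-induced HEK293 T-REx D2 cells, first for 180 s after compound addition and then 180 s after EC80 dopamine.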
ERG Ets-DNA blk – qHTS for Small Molecule Inhibitors of the ERG Ets/DNA interaction; hit rate 0.028% among 370,000; Potency, µM (series often up to 76.9 µM), for inactives: at the top dose FP activity, negative = inhibition, most hits filed as inhibitors; Transcriptional regulator ERG (Homo sapiens), P11308; fluorescence polarization, His-ERG Ets domain / labelled DNA; active means well fitted inhibition curve with a large enough effect in the polarisation, with a control signal flat; inconclusive means small, poorly fitted or top-dose-only effect, or effect the other way, or a change in a side signal; inactive means no such curve, though single readings can be large or run the other way; the % refers to the polarisation;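 further: polarization taken with two DNA probes labelled with fluorescein and Texas red; potency means the concentration at half of the fitted maximal effect; % of control where 0% means no effect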
Target sequence (P11308 whole entry, looked up, the tested form may be a part): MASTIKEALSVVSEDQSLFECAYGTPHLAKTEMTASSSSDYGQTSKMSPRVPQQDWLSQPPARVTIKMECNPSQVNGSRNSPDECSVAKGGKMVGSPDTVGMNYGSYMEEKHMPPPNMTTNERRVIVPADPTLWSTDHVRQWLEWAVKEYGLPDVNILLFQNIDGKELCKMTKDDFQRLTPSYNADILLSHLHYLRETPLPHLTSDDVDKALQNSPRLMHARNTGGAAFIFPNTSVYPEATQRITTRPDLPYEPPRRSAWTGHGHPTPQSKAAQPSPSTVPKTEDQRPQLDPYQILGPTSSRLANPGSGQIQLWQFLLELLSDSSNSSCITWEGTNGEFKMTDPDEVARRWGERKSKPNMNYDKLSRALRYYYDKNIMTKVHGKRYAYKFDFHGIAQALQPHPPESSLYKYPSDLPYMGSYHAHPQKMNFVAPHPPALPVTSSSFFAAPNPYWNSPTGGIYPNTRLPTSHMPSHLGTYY
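His-tagged ERG Ets domain (1 uM in the protein solution; 300mM KCl, 50mM Tris-HCl, 1mM EDTA, 1mM DTT, pH 7.5) received compound, then a probe mix of 5 nM fluorescein-DNA and 100nM Texas-615-DNA. Fluorescence polarization was read for both dyes.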
RGS4 inh – Inhibitors of Regulator of G Protein Signaling (RGS) 4: qHTS | Regulator of G-protein signaling 4 (Homo sapiens), P49798 | Transcreener GDP fluorescence polarization, RGS4-accelerated GTP hydrolysis | Potency, µM (highest dose often 114 µM), for inactives: at the top dose activity change, negative = inhibition, hits mostly inhibitors | hit rate 0.039% among 390,000 | AID 504845, 2011; further: potency means the concentration at half of the fitted maximal effect; on the % scale 0 is the no-effect control and ±100 the full control effect; nearly all actives have a fitted effect of over 75% in size; some results filed as inactive show a strong effect at the top dose
Target sequence (P49798 whole entry, looked up): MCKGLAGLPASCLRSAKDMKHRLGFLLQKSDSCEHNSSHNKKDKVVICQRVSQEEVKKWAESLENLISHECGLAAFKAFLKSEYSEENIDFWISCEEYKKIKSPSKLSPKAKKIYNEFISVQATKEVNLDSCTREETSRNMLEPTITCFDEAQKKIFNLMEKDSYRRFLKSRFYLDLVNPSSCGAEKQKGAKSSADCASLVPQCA
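MLSMR compounds (23 nl, pin-transferred) preincubated 10 min at room temperature with a 500nM (2x) first reagent, then RGS4 at 900nM (2x) plus Transcreener GDP mix added; fluorescence polarization (620/688 nm) read before and after 90 min at 30 °C.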
LDHA inh – qHTS assay for inhibitors of human lactate dehydrogenase; purified LDHA, NADH/diaphorase-resazurin fluorescence; hits give low values; activity change, % (values are at about 110 or 230 µM); AID 1347041, 2019; hit rate 0.15% among 480,000; L-lactate dehydrogenase A chain (Homo sapiens), P00338; in the data active means activity change below about -30%; inconclusive means mostly about -25% to -30%;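 further: plate controls were DMSO wells for no effect and wells without enzyme for full effect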
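Human LDH5 at 2 nM final in Tris HCl pH 7.4 with 0.06 mM NADH and 0.2 mM pyruvate, reacted 5 minutes at room temperature. Remaining NADH coupled via diaphorase/resazurin; resorufin fluorescence read at 0 and 20 minutes, normalized to enzyme-free and DMSO wells.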
D2 agonist – HTS Assay for Allosteric Agonists of the Human D2 Dopamine Receptor: Primary Screen for Agonists | D(2) dopamine receptor (Homo sapiens), P14416 | HEK293 T-REx D2 cells, calcium flux agonist mode | activation, % at 2 µM | hit rate 0.53% among 340,000 | AID 485358, 2010;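 active means activation over 3 SD above normal in the single-dose calcium agonist read, cut at about 30% in these data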; further: 0% is about no effect
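Agonism is scored from calcium flux in a force-coupled, inducible HEK293 cell line expressing D2, read kinetically for 180 s after compound addition against dopamine controls.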
* hit, by the source's call; i = inactive; ? = inconclusive; nt = not tested or not shown; & = joins results of further samples; [ ] = dose if it differs, or a comment. Unless noted, the call rests on the fitted dose curve; in most records, active means well fitted curve in the direction sought with a large enough effect; inconclusive means small, poorly fitted or top-dose-only effect, or another doubt; inactive means no such curve, though single readings can be large; an effect the other way counts as inactive or inconclusive.

smiles	12-LOX inh	LDHA inh	D2 antagonist	Vif-APOBEC3F blk	D2 agonist	Vif-A3G inh	RGS4 inh	GRP78 ERSR act	ERG Ets-DNA blk
O=C(NCCc1nc2ccccc2[nH]1)C1CCC(=O)N(CCc2cccc(F)c2)C1 (centres undefined)	-12%	-7	2	-21%	0.6	0%	-15%	1%	7%
Cc1ccc(C(O)CSc2nnc(-c3ccc4ccccc4c3)n2C)cc1 (centres undefined)	2%	0	3	-11%	-0.6	0%	-9%	-4%	-11%
Cc1occc1-c1nc(-c2ccccn2)no1	0%	-1	nt	11%	nt	0%	17%	-14%	-3%
Cc1cc(C)n(CCC(=O)N2CCc3ccccc32)n1	-6%	-7	-7	8%	0.2	-1%	-8%	-2%	12%
Cc1cc(NC(=O)CSc2nc3cc(C(=O)NCCCOC(C)C)ccc3c(=O)n2Cc2ccco2)no1	0%	-1	-24	10%	-0.4	-10%	0%	-4%	2%
COc1cccc(C(=O)N2CCN(C(=O)Cc3ccccc3)CC2)c1	10%	-9	-2	5%	1.5	4%	-17%	-5%	-2%
COc1ccccc1NS(=O)(=O)c1cc(N=N/C(C(=O)Nc2ccc(Cl)cc2)=C(/C)O)ccc1C	0%	-5	nt	-1%	nt	3%	-24%	2%	0%
O=C(C[N+]1(CC#Cc2ccccc2)CCCCC1)c1ccccc1	-6%	0	3	-2%	-0.1	1%	-22%	-6%	11%
CN(C(=O)CN(c1ccccc1)S(=O)(=O)c1ccc(F)cc1)C1CCS(=O)(=O)C1 (centres undefined)	-10%	1	6	0%	0.7	-4%	-2%	1%	8%
Cc1ccc(S(=O)(=O)NC(C)C(c2cccs2)N2CCN(C)CC2)cc1 (centres undefined)	-15%	-6	-3	-2%	0.4	-3%	15%	0%	nt
Cc1ccccc1NS(=O)(=O)c1cc2c(cc1C)NC(=O)CO2	15%	0	11	7%	6.3	-13%	-3%	-3%	-10%
CCCC(c1nnnn1Cc1cccs1)N1CCN(c2nc3ccccc3s2)CC1 (centres undefined)	0%	-6	-10	nt	0.1	1%	-44%	-6%	-3%
CCOC(=O)c1csc(NC(=O)CSc2nnnn2CC)n1	?	0	18	0%	-0.1	-1%	-9%	-2%	-3%
Cc1ccc(C2=NN(C(=O)CN3C(=O)c4ccccc4S3(=O)=O)C(c3ccco3)C2)cc1 (centres undefined)	-9%	-7	-4	0%	1.8	6%	-12%	-2%	?
COC(=O)c1ccccc1NC(=O)CCS(=O)(=O)c1ccc(Br)cc1	-3%	-1	-5	1%	-0.7	0%	-9%	-1%	-5%
CCN(CC)CCOC(=O)C(Cc1cccc2ccccc12)CC1CCCO1 (centres undefined)	?	-19	-6	9%	0.8	-2%	59%[activator]	5%&-2%	-6%
CC(NC(=O)COC(=O)c1cccnc1Cl)C12CC3CC(CC(C3)C1)C2 (centres undefined)	168%[activator]	-3	nt	11%	nt	3%	18%	-4%	-9%
CCOC(=O)c1ccc(N=Nc2c(C)c(C#N)c(O)[nH]c2=O)cc1	-21%	8	-5	10µM*	0.2	-11%	-9%	7%	-2%
COc1ccc(N2CC(O)=C(c3nc4ccccc4s3)C2=N)c(OC)c1	-8%	9	-30	6%	-0.2	-10%	-12%	2%	0%
O=C(CCCc1c[nH]c2ccccc12)Nc1ncccc1O	461%[activator]	-3	-2	0%	0.5	-4%	1%	1%	2%
CCOC(=O)N1CCC(NC(=O)c2ccc3c(c2)N(Cc2ccc(C)cc2)CCS3)CC1	6%	-5	-21	5%	-1.2	-2%	-14%	0%	1%
COc1cc(/C=C2\CCCc3c2nc2ccccc2c3C(=O)O)cc(OC)c1O	?	4	5	-3%	1.2	-1%	-37%[56.9 µM]	0%	-3%
c1ccc(CSc2ncnc3c2ncn3C2CCCCO2)cc1 (centres undefined)	-2%	-3	nt	-1%	nt	1%	-8%	-3%	3%
O=C(CN1CCOCC1)Nc1ccccc1C(=O)O	-4%	1	-28	-3%	-1.1	3%	11%	-3%	nt
O=C(CCN1C(=O)[C@@H]2Cc3ccccc3CN2C1=O)N[C@H](C(=O)O)c1ccccc1	-1%	-1	-7	1%	0.0	-3%	-40%	-4%	14%
CCN(C(=O)COC(=O)CCc1ccccc1)c1ccccc1	-1%	-7	-12	-8%	-0.8	-2%	13%	-2%	4%
Nc1nc(SCC(=O)Nc2cccc([N+](=O)[O-])c2)n[nH]1	-25%	-7	nt	-2%	nt	0%	7%	-1%	-2%
CCCCNc1cc(F)nc(N)n1	3%	-5	-6	-2%	0.3	5%	9%[11.4 µM]	3%	?
C/C(=N/N1CCN(c2ccccn2)CC1)c1ccc([N+](=O)[O-])cc1	-2%	-3	14	2%	-0.5	1%	2%	0%	4%
COc1cccc(/C=C2\SC(=S)N(CCCC(=O)Nc3cc(C)on3)C2=O)c1	13%	-2	9	?	0.0	2%	10%	-7%	12%
Cc1c(NC(=O)C2CC(c3c(F)cccc3Cl)=NO2)c(=O)n(-c2ccccc2)n1C (centres undefined)	17%	-4	12	0%	1.3	0%	6%	-3%	-12%
CCOc1ccc(S(=O)(=O)NC2CC2)cc1	-3%	0	0	-1%	-0.4	-4%	-23%	-3%	-5%
COc1cccc(CNC(=O)CCNC(=O)c2ccccc2OC)c1	i	1	-10	-7%	0.0	1%	-2%	-2%	10%
Clc1ccccc1CONc1ncnc2nonc12	-4%	-9	-13	-2%	-1.4	0%	8%	2%	9%
Cc1cc(C)n(C(C)CC(=O)Nc2ccc(Cl)cc2C)n1 (centres undefined)	-16%	-3	nt	-2%	-0.1	0%	2%	-2%	5%
CCCCC(=O)Nc1ccc2nc(SCC(=O)N3CCCC3)sc2c1	-12%	-3	nt	1%	-1.8	-1%	-9%	-1%	5%
COc1ccc(CCNC(=O)c2c(C)oc3ncn(C)c(=O)c23)c(OC)c1	-29%	-6	nt	-8%	-1.4	-5%	-9%	-1%	5%
O=C(NNC(=O)c1ccc(O)c(Cl)c1)c1cccc(S(=O)(=O)N2CCOCC2)c1	?	0	nt	5%	nt	-1%	26%	-4%	-3%
CCCc1nc2sc3c(c2c(=O)n1NC(=O)CCCl)CCCC3	0%	3	nt	-8%	nt	?	-42%	-8%	9%
O=C(NCCCN1CCCC1=O)c1ccccc1OCc1ccc(Cl)cc1Cl	-5%	-2	nt	0%	nt	-8%	23%	-4%	1%
O=C(CNCc1ccccc1Cl)Nc1ccccc1N1CCCCC1	-9%	-17	-14	-1%	-0.9	0%	-7%	-1%	9%
Cc1ccc(N2C(=O)NC(NC(=O)C(C)(C)C)(C(F)(F)F)C2=O)cc1C (centres undefined)	-1%	-5	8	6%	0.0	2%	10%	-5%	3%
Cn1ccc(C(=O)N/N=C/c2c[nH]c3ccccc23)n1	5%	0	-14	17%	-2.7	2%	-19%	3%	9%
O=[N+]([O-])c1cccc2ccc(/C=C/c3ccc(Cl)cc3)nc12	-20%	-10	-3	-5%	0.1	-12%	14%	9%	-3%
Cc1ccc2oc(=O)c3cnn(CC(=O)NC4CCN(Cc5ccccc5)CC4)c3c2c1	35%	-2	nt	7%	nt	4%	-6%	-4%	2%
Cc1cc(NC(=O)CSc2nnc(-c3cccc(Cl)c3)o2)no1	5%	1	1	4%	0.9	1%	1%	-2%	-6%
CCC1CCCCN1CCCNC(=O)Cn1c(=O)c2cccn2c2ccccc21 (centres undefined)	2%	1	13	1%	0.1	2%	26%[11.4 µM]	-1%	10%
Cc1ccc(CNC(=O)c2ccc(Cn3c(=O)c4ccccc4n(CC(=O)Nc4ccc(C)cc4)c3=O)cc2)cc1	-9%	-12	nt	-8%	2.1	-6%	9%	-3%	3%
CC1(c2ccccc2)CC2CC(c3ccccc3)N1O2 (centres undefined)	1%	-6	5	-8%	0.6	-1%	21%	-3%	-4%
O=C(CCC(=O)N1CCSc2ccccc21)NCCc1ccccc1	-5%	-6	9	-1%	0.3	-2%	13%	-1%	2%
CN(C)C(CNc1ncnc2sc3c(c12)CCCC3)c1ccco1 (centres undefined)	-2%	-2	10	-3%	-0.8	1%	-8%	-3%	-8%
COc1ccccc1C1CCN(C(=O)c2ccc(Cl)cc2)CC1	15%	-1	-38	-3%	1.0	0%	9%	-5%	2%
CCN(CC)Cc1c(NC(=O)c2ccc(OC)cc2)sc2c1CCCC2	-14%	-6	nt	-17%	-1.3	?	-14%	-3%	0%

Only part of the results is shown; the hit share may differ from the screen's.
